Assay outcomes: PubChem BioAssay, several laboratories
LRH-1 inv ag: LRH-1 (NR5A2) inverse agonists, primary screen, cell-based, luminescence, HEK293T, StAR-luciferase reporter; Nuclear receptor subfamily 5 group A member 2 (Homo sapiens), O00482; LRH-1 transfected, 24 h; inhibition, % at 3.6 µM; actives 0.13% (n = 360,000); AID 602396, 2012;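 active = inhibition above the mean inhibition of all tested compounds plus 3 SD, cut at about 73% in these data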;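 note: 0% = DMSO wells and 100% = reporter-only cells lacking LRH-1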
TWEAK Fn14 block: inhibitors of TWEAK-Fn14 signaling, primary screen, luciferase reporter cells, uHTS; actives 2% (n = 360,000); inhibition, % at 10 µM; TWEAK-stimulated Fn14 reporter cells, luciferase luminescence, 8 h; in the data active = inhibition above about 50%
LMP1 NFkB inh: EBV LMP1-driven NF-kappaB luciferase reporter inhibitors, primary screen, cell-based, luminescence, single point | inhibition, % at 12.5 µM | AID 504558, 2011 | LMP1-induced NF-kappaB luciferase reporter cells | actives 0.69% (n = 350,000); in the data active = inhibition above about 41%;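 note: 0% = neutral control wells and 100% = reference inhibitor control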
NOD2 RIPK2 PPI: NOD2-RIPK2 binding disruptors in cells, primary screen, fluorescence, CHO cells, BLA complementation; Receptor-interacting serine/threonine-protein kinase 2 (Homo sapiens), O43353; CCF4 ratio; inhibition, % at 4.98 µM; actives 0.38% (n = 360,000); AID 624267, 2012; in the data active = inhibition above about 21%;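 note: 0% = vehicle only and 100% = reference blocker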
NCOA2 inhibitor: inhibition of GAL4-SRC2 driven luciferase reporter, primary screen, SRC2 inhibitor project, cell-based, luminescence | Nuclear receptor coactivator 2 (Homo sapiens), Q15596 | HEK293 GAL4-SRC2 luciferase reporter | inhibition, % at 9 µM | actives 0.17% (n = 370,000);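 active = inhibition above the mean inhibition of all tested compounds plus 3 SD, set per campaign, cut at about 52% in these data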;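 note: 0% = DMSO treated cells and 100% = cells given Gossypol at 36 µM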
Target sequence (Q15596 whole entry, looked up, the tested form may be a part): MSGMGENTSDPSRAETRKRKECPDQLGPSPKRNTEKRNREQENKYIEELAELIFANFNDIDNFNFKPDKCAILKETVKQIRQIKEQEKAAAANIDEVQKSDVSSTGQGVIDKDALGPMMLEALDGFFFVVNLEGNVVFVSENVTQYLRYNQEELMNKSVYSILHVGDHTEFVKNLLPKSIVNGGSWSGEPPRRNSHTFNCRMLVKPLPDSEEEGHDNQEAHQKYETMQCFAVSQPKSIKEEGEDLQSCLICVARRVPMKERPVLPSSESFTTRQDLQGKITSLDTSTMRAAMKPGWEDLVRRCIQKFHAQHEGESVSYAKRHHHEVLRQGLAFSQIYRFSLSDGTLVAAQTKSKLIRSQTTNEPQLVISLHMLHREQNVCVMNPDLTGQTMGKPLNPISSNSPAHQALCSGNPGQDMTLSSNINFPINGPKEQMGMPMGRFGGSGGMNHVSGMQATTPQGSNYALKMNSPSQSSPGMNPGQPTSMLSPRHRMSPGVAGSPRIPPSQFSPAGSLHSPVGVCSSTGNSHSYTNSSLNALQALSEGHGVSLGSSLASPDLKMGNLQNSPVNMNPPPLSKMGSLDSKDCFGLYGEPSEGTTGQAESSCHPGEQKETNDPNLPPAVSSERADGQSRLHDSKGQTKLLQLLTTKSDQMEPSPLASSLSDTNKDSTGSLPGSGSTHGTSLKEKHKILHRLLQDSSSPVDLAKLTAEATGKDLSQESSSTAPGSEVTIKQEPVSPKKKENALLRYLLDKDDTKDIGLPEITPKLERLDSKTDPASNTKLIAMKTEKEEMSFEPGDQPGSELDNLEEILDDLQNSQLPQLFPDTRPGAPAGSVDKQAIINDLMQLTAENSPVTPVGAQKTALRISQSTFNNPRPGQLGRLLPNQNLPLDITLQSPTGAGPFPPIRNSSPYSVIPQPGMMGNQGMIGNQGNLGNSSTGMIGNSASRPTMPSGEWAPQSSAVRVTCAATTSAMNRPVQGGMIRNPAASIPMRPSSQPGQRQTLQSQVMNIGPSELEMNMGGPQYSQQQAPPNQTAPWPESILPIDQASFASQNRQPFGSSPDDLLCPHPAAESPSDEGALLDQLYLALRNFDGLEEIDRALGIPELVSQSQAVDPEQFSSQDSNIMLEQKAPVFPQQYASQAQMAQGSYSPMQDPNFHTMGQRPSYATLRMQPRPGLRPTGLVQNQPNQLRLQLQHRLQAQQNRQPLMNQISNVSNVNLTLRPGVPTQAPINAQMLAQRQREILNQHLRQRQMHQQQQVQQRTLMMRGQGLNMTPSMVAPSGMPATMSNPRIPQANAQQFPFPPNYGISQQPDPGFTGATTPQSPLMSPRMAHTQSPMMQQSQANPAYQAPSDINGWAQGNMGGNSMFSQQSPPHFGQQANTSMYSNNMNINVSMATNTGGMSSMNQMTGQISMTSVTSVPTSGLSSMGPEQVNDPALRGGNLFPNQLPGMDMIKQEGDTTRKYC
TLR9-MyD88 inh: inhibitors of TLR9-MyD88 association in cells, primary screen, cell-based, CHO, BLA complementation, fluorescence; actives 0.21% (n = 340,000); CCF4 FRET ratio; inhibition, % at 4.98 µM;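 active = inhibition above the mean over all tested compounds plus 3 SD, cut at about 21% in these data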;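 note: 0% = DMSO only wells and 100% = clavulanate BLA inhibitor control wells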
SRC1 inh: SRC1 coactivator transcriptional activity inhibitors, primary screen, cell-based, luminescence; Nuclear receptor coactivator 1 (Homo sapiens), Q15788; HEK293 GAL4-SRC1 luciferase reporter; inhibition, % at 3.6 µM; actives 0.12% (n = 360,000);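 active = inhibition above the campaign mean plus 3 SD, with each screening campaign given its own cutoff, cut at about 60% in these data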;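 note: 0% = DMSO treated cells and 100% = gossypol at 36 µM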
TROY signal inh: inhibitors of TROY-driven NF-kB signaling, primary screen, Q293 LMP1-TROYcd cells, NF-kB luciferase, uHTS; actives 0.98% (n = 360,000); Q293 LMP1-TROYcd NF-kB luciferase reporter, 4 h; inhibition, % at 10 µM;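 active = compounds whose plate-normalised and pattern-corrected inhibition of the luciferase reporter signal at the single screening dose is 50% or more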
NR2F2 inh: NR2F2 transcriptional activity inhibitors, primary screen, cell-based, luciferase reporter, HEK293T, luminescence; HEK293T NGFI-A luciferase reporter; inhibition, % at 8.6 µM; actives 0.7% (n = 370,000);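 active = inhibition above a per-plate cutoff, mean inhibition of test wells between control levels plus 3 SD, cut at about 38% in these data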;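 note: cells cotransfected with COUP-TFII expression vector driving the NGFI-A reporter; 0% = median of COUP-TF2 test wells and 100% = reporter-only cells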
C8 TRAIL sens: viability loss with TRAIL in NB7+C8 cells, primary screen, TRAIL sensitizer project, cell-based, ATPlite luminescence | inhibition (viability loss, TRAIL sensitization), % at 10 µM | actives 1% (n = 360,000) | AID 624354, 2012;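 active = compounds causing at least 50% loss of cell viability in the single-dose screen, relative to plate controls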
SRC3 inh: SRC3 coactivator transcriptional activity inhibitors, primary screen, cell-based, luminescence; actives 0.17% (n = 360,000); AID 588352, 2011; inhibition, % at 3.6 µM; HEK293 GAL4-SRC3 luciferase reporter;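 active = inhibition above a per-campaign cutoff, the mean of all compounds plus 3 SD, cut at about 60% in these data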;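 note: 0% = DMSO-treated cells and 100% = gossypol-treated cells at 36 µM; higher means less SRC3-driven luciferase light from the GAL4 reporter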
An asterisk follows results filed as active; x = no result given.

SMILES | LRH-1 inv ag | TWEAK Fn14 block | LMP1 NFkB inh | NOD2 RIPK2 PPI | NCOA2 inhibitor | TLR9-MyD88 inh | SRC1 inh | TROY signal inh | NR2F2 inh | C8 TRAIL sens | SRC3 inh
Cc1ccc(-c2nnc(COC(=O)c3cc(=O)[nH]c4ccccc34)o2)cc1 | 3 | -20 | -3 | 2 | 15 | 0 | 1 | 27 | 8 | -6 | -4
COc1ccccc1-c1cc(C(F)(F)F)n2ncc(S(=O)(=O)c3ccccc3)c2n1 | 2 | 11 | -1 | 9 | 16 | 0 | 10 | -23 | 2 | 6 | 0
COc1cc(/C=C/C(=O)c2ccc(F)cc2)cc(OC)c1OC | 10 | 84* | 11 | 6 | 38 | 3 | 12 | 26 | -11 | -21 | 58
Cc1ccnc(NC(=O)Cc2ccc([N+](=O)[O-])cc2)c1 | -11 | 3 | 5 | -3 | -17 | -8 | -20 | 12 | 3 | -1 | -2
CCCCNC(=O)CC1C(=O)N(Cc2ccccc2)C(C)c2nc3ccccc3n21 (configuration not stated) | 4 | -2 | -2 | 5 | 8 | 11 | 0 | 1 | -1 | 5 | 2
Cc1ccc(C(=O)N2CCN=C2SCc2ccc([N+](=O)[O-])cc2)cc1 | 31 | 3 | -14 | -3 | 17 | -3 | 13 | 27 | 2 | 12 | -11
Cc1cc(/C=C(\C#N)C(=O)O)c(C)n1C1CC1 | 9 | -2 | -3 | 4 | -9 | -9 | 6 | 6 | 8 | -3 | 7
Cc1cc2ccccc2n2c(SCC(=O)Nc3ccc(S(=O)(=O)N4CCCCC4)cc3)nnc12 | 18 | 0 | -7 | -1 | -25 | -4 | 5 | 5 | 5 | -15 | 3
CCOC(=O)CSc1nc(C)c2ccc(C)cc2n1 | -3 | -8 | 4 | -13 | 5 | 1 | -4 | -19 | -20 | 3 | 6
O=C(NCC1CCCO1)c1cc(-c2ccncc2)nc2ccc(S(=O)(=O)N3CCOCC3)cc12 (configuration not stated) | 11 | -19 | 3 | -1 | 7 | -8 | 6 | 24 | 4 | -1 | 4
Cc1cc(NC(=O)COC(=O)CNS(=O)(=O)c2c(F)cc(F)cc2Br)no1 | -15 | -2 | 4 | -9 | -13 | -8 | 12 | 16 | 85* | -17 | -1
O=C(CN1C(=O)c2ccccc2S1(=O)=O)N1CCN(c2ccccc2F)CC1 | -8 | 9 | -3 | -9 | -2 | 8 | 5 | -28 | -5 | 2 | 8
CSc1nc(N)c2c(n1)OC(N)=C(C#N)C2c1cccnc1 (configuration not stated) | 9 | 5 | -9 | -3 | -1 | -3 | -7 | -12 | 2 | -18 | 9
COCCN1C(=O)CCC1(C)C(=O)Nc1ccc2c(c1)OCCO2 (configuration not stated) | 7 | 4 | x | -5 | 2 | x | 2 | -11 | -6 | -11 | 17
O=C1CSC(=Nc2ccc(Cl)cc2)N1 | 7 | -7 | 33 | 4 | 12 | -7 | -11 | -15 | 5 | 2 | -1
COC(=O)C(c1ccccc1)C(CC(=O)c1ccccc1)c1ccccc1 (configuration not stated) | 3 | 5 | -4 | -4 | 9 | 6 | -1 | -2 | -3 | 7 | -3
CCC(C)NC(=O)c1ccc2c(SCC(=O)O)c3c(nc2c1)CCCC3 (configuration not stated) | 7 | 3 | 5 | -12 | -4 | -6 | 10 | -5 | 12 | 10 | 16
CCOC(=O)C1=C(C)N(C[C@@H]2CC[C@@H](Cc3ccc(-c4ccccc4)cc3)O2)C(=O)NC1c1ccc([N+](=O)[O-])cc1 (some centres not stated) | -6 | 27 | 3 | 22* | 19 | -4 | -10 | 9 | -1 | 3 | -11
Cc1cc(C)c2c(CC(=O)Nc3ccc(Cl)cn3)coc2c1 | 11 | 9 | 1 | -1 | -16 | 6 | -1 | -36 | -3 | -14 | 18
CCS(=O)(=O)c1ccc2oc(Nc3ccccc3Cl)nc2c1 | -137 | -26 | -2 | 1 | -47 | -3 | -93 | -28 | -41 | 19 | -79
COC(=O)c1ccccc1NC(=O)CSc1nnnn1C1CCCCC1 | 11 | 2 | 11 | -10 | -21 | 0 | -14 | 7 | 8 | 3 | 8
CCOc1cc(C(c2c(C)[nH][nH]c2=O)c2c(C)[nH][nH]c2=O)ccc1O | 25 | 23 | -3 | -2 | -13 | 7 | -7 | 8 | -4 | 15 | -10
COc1ccccc1C(=O)C1CCCN(C(=O)c2cccc(-n3cccn3)c2)C1 (configuration not stated) | 7 | -12 | 3 | -6 | 5 | 8 | -11 | 3 | 13 | 3 | 14
COc1ccccc1/C=C(\NC(=O)c1ccc(OC)c(OC)c1)C(=O)Nc1cc([N+](=O)[O-])ccc1C | 15 | -3 | 1 | 0 | 7 | 2 | 4 | -3 | 9 | -3 | 0
COc1cc(/C=N/NC(=S)NCCN2CCOCC2)ccc1O | 8 | 19 | -4 | 0 | -28 | -13 | 1 | 3 | -22 | -4 | 2
CCOc1ccc(CCNC(=O)COC(=O)c2cc(=O)[nH]c3ccccc23)cc1OCC | 47 | -9 | 2 | 1 | 13 | -1 | -5 | -20 | -2 | -18 | -16
CC(=O)Nc1ccc(C(=O)NC2CCSc3ccccc32)cc1 (configuration not stated) | -16 | -12 | -12 | 2 | 13 | -7 | 6 | 7 | 17 | -11 | 2
Cc1noc(C)c1NC(=O)Nc1ccc2c(c1)CC(=O)N([C@@H](C)CO)C[C@@H](C)[C@@H](CN(C)C(=O)Nc1cccc3ccccc13)O2 | 17 | 5 | -2 | -10 | -9 | 8 | 1 | 22 | 5 | -2 | 8
COc1cccc(-n2cc(CNC(=O)C3CCC(=O)N(C4CC4)C3)cn2)c1 (configuration not stated) | 4 | 10 | 5 | -13 | 24 | -1 | -29 | 14 | -19 | -11 | 3
CCN(CC)C(=O)CSc1nc2ccccc2c(=O)n1CCC(=O)NCCc1ccc(OC)c(OC)c1 | -4 | 10 | 3 | -2 | 4 | 2 | -5 | -7 | 12 | 5 | 13
CNC(=O)c1c(NC(=O)c2nc3ccccc3s2)sc2c1CCC2 | -45 | -17 | -58 | -12 | x | 3 | -82 | 14 | x | 16 | -70
CCOCC(=O)Nc1cccc(OC)c1 | -4 | -7 | -14 | -8 | -32 | 3 | -37 | -8 | -5 | 1 | -24
O=C(COc1ccccc1Cl)N1N=C(c2cccs2)CC1c1ccco1 (configuration not stated) | 9 | 18 | -6 | 6 | 14 | 0 | -19 | 22 | 6 | 4 | 0
Cc1ccc(S(=O)(=O)Nc2ccc(Cl)cc2)cc1NC(=O)c1cc2c(s1)CCCC2 | -8 | 72* | -6 | -5 | 30 | -3 | 14 | 62* | 18 | 7 | 25
Cc1ccccc1Nc1c(-c2ccc(N3CCOCC3)cc2)nc2ncccn12 | 1 | -34 | -4 | 2 | -9 | 4 | -2 | -30 | 0 | -12 | -23
CC1(C)CC(N(Cc2ccccc2)C(=O)Cc2ccccc2)CCO1 (configuration not stated) | -14 | 11 | -4 | -7 | 14 | -5 | -13 | 22 | 2 | -19 | 10
CSCC[C@H](NC(=O)OC(C)(C)C)C(=O)NCC1CCC(C(=O)O)CC1 (some centres not stated) | 10 | 5 | 0 | -3 | -15 | -12 | 14 | -4 | -6 | 14 | 5
CC(=O)c1ccc(Sc2ccccc2N)c([N+](=O)[O-])c1 | 3 | 16 | 1 | -1 | -2 | x | 13 | -5 | -13 | -18 | -1
Cc1ccc(S(=O)(=O)Nc2ccccc2C(=O)N2CCCC2)cc1 | -4 | 0 | 8 | -2 | 37 | -3 | 8 | -9 | -2 | -11 | -4
CCC(C)N1CCN(S(=O)(=O)c2ccc(NC(C)=O)cc2)CC1 (configuration not stated) | 9 | 13 | 3 | -11 | 0 | -3 | -2 | -11 | 11 | 6 | 14
COc1cccc(C(=O)Nc2cc(C(=O)NCc3ccc(C)cc3)ccc2N2CCC3(CC2)CC(c2ccccc2)=NO3)c1 | 2 | -41 | 9 | 4 | -24 | 0 | 5 | -23 | -18 | -12 | -16
Cc1cc2c(cc1S(=O)(=O)N1CCCC1)n(C)c(=O)c(=O)n2C | 12 | -7 | 1 | 5 | 0 | 9 | -7 | -2 | -5 | -5 | 8
O=C(CSc1nnc(CNC(=O)c2c(F)cccc2F)o1)c1ccc(Cl)cc1 | -4 | -1 | -12 | 2 | 16 | 0 | 1 | -3 | 4 | 15 | 0
O=C(COC(=O)C12CC3CC(CC(C3)C1)C2)Nc1ncc(Cl)cc1Cl | 3 | -24 | -1 | -11 | 7 | 1 | -16 | 3 | -2 | 1 | 0
O=C(COC(=O)c1cncc(Br)c1)Nc1nnc(-c2ccccc2)o1 | -11 | -1 | 5 | -2 | -4 | 1 | -25 | -28 | -4 | -3 | -18
COc1cc(C)ccc1OCc1cc(C(=O)N2C[C@H]3CC[C@H]2C3)no1 | -9 | -3 | -2 | -8 | -17 | -17 | 10 | -25 | -18 | 18 | -8
CC(C)C[C@H]1CN(CCCC[C@@H]2CNC(=O)C(=O)N2CC2CCCCC2)C(=O)C(=O)N1CCc1ccc(O)cc1 | -13 | 11 | x | 5 | -24 | x | x | 6 | -14 | -8 | x
O=C(OCC(=O)N1CCN(C(=O)c2ccco2)CC1)c1cccc(F)c1 | 0 | 4 | -2 | -3 | -23 | 1 | 12 | -18 | 4 | -3 | 11

Copied from the list:
O=C(COC(=O)c1cncc(Br)c1)Nc1nnc(-c2ccccc2)o1 @ TROY signal inh: -28
Cc1cc2c(cc1S(=O)(=O)N1CCCC1)n(C)c(=O)c(=O)n2C @ C8 TRAIL sens: -5
CNC(=O)c1c(NC(=O)c2nc3ccccc3s2)sc2c1CCC2 @ LRH-1 inv ag: -45
CCOCC(=O)Nc1cccc(OC)c1 @ TWEAK Fn14 block: -7
CSCC[C@H](NC(=O)OC(C)(C)C)C(=O)NCC1CCC(C(=O)O)CC1 (some centres not stated) @ NOD2 RIPK2 PPI: -3
Cc1ccccc1Nc1c(-c2ccc(N3CCOCC3)cc2)nc2ncccn12 @ LMP1 NFkB inh: -4

Just NCOA2 inhibitor, SRC1 inh and TLR9-MyD88 inh, for two of the compounds above:
structure	NCOA2 inhibitor	SRC1 inh	TLR9-MyD88 inh
O=C(NCC1CCCO1)c1cc(-c2ccncc2)nc2ccc(S(=O)(=O)N3CCOCC3)cc12 (configuration not stated)	7	6	-8
Cc1cc(/C=C(\C#N)C(=O)O)c(C)n1C1CC1	-9	6	-9

These rows are one share of the data, so the mix of outcomes need not match the whole.
